Source: PubChem BioAssay
KCNQ1 pot = potentiators or activators of KCNQ1 channel, primary screen, cell-based, thallium flux, high-throughput; Potassium voltage-gated channel subfamily KQT member 1 (Homo sapiens), P51787; CHO-K1 KCNQ1, thallium flux FluxOR fluorescence; hits give high values; B-score at 10 µM; 310,000 tested, 0.35% active; AID 2648, 2010;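 active means fluorescence ratio B-score, a plate-corrected score, at least three library SD, with initial intensity B-score within 5 SD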
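Assay system: CHO-K1 cells stably expressing KCNQ1; Medium: assay buffer with matched DMSO; Also added: K+/Tl+ depolarizing stimulus; Dosing: single dose; Timing: dye 90 min, compound 20 min, room temperature; Measured by: kinetic FluxOR thallium fluorescence, 10-s 1-Hz baseline, 110-s post-stimulus read; Read-out: peak-minus-minimum fluorescence over initial fluorescence, negative-control normalized, B-scored.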
Dyrk1A ADPGlo = rat Dyrk1A kinase inhibitors, primary screen, biochemical, single point, plate reader. Dual specificity tyrosine-phosphorylation-regulated kinase 1A (Rattus norvegicus), Q63470. ADP-Glo luminescence, NFATc1 peptide. inhibition, % at 12.5 µM. 310,000 tested, 0.43% active; in the data active means inhibition above about 50%;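 further: plate controls were vehicle with enzyme for no effect and no enzyme for full effect; many of its hits are not listed in these tables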
HDAC3 inh = HDAC3 deacetylase inhibitors, primary screen, biochemical, fluorescence, cell-free homogeneous | Histone deacetylase 3 (Homo sapiens), O15379 | recombinant HDAC3, fluorogenic peptide/trypsin coupled | inhibition, % at 8.3 µM | 320,000 tested, 0.15% active | AID 2718, 2010; in the data active means inhibition above about 26%, passing the limit was not always enough; inconclusive means no clear call, values can overlap the other calls
ANO1 activ = TMEM16A chloride channel activators or potentiators, primary screen, cell-based, HTS. Anoctamin-1 (Mus musculus), Q8BHY3. HEK293 TMEM16A/YFP-H148Q/I152L, iodide quench fluorescence; hits give low values. B-score at 10 µM. 340,000 tested, 0.3% active. AID 623877, 2012;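 active means fluorescence-ratio B-score plate-corrected deviation score at least 3 library SD below zero, with starting fluorescence score within 5 deviations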;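 further: channel opened by trigger with iodide after compound preincubation; score built on the fluorescence ratio of max minus min over baseline; more negative score means more quench and so TMEM16A activation or potentiation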
Target sequence (Q8BHY3 whole entry, looked up): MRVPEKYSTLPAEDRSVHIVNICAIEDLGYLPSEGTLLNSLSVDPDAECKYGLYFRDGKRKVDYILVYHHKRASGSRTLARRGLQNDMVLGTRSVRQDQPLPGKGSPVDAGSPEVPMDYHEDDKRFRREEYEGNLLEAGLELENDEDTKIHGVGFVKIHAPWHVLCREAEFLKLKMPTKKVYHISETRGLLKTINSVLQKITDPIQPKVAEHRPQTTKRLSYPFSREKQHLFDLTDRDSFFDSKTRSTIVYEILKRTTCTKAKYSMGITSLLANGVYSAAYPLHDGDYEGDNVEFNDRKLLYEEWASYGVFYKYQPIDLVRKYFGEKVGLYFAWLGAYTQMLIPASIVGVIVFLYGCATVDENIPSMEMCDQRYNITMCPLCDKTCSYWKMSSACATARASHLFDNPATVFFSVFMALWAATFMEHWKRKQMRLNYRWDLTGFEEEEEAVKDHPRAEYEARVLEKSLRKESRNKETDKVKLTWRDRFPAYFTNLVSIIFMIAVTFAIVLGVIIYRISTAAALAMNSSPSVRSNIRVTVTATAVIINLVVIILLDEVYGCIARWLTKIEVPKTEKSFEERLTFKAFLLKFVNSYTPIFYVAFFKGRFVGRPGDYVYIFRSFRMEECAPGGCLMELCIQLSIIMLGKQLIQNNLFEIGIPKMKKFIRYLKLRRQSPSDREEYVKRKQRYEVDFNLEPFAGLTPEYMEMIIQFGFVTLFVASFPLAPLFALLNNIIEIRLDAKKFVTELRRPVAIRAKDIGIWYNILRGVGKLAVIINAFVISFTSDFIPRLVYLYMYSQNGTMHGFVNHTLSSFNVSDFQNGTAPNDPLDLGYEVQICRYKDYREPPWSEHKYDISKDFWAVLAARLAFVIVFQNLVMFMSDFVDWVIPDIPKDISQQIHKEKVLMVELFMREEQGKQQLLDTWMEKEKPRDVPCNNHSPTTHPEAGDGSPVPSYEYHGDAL
hERG protect = hERG rescue from dofetilide block, primary screen, cell-based, CHO-hERG, FluxOR thallium flux, dofetilide IC70 | 310,000 tested, 0.51% active | AID 1511, 2009 | dofetilide IC70 present | activation (rescue from dofetilide block), less the hit threshold, % at 10 µM;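 active means activation above the mean of controls blocked by dofetilide plus 5 SD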;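 further: thallium influx through hERG after potassium depolarization seen as dye fluorescence rise; in these data hits start at about 4.7%; inactives centre near -7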
KCNK3 inh = human KCNK3 channel inhibitors, primary screen, CHO cells, FluxOR thallium flux, B-score | 340,000 tested, 0.84% active | B-score at 10 µM | FluxOR fluorescence; hits give low values;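 active means B-score under library mean minus 4 SD, starting fluorescence ratio at most library mean plus 5 SD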;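 further: more negative B-score means stronger inhibition of thallium flux through KCNK3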
TRPC4 PAM = positive allosteric modulators of TRPC4, primary screen, cell-based, mouse TRPC4beta, HEK293 mu-opioid, Fluo-4 calcium | DAMGO EC20, Fluo-4 Ca2+ flux; hits give high values | B-score at 10 µM | Short transient receptor potential channel 4 (Mus musculus), Q9QUQ5 | AID 2227, 2009 | 310,000 tested, 0.42% active;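 active means B-score of calcium response area above 5 SD of library B-scores, with initial fluorescence ratio within 5 SD of library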;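 further: B-score of integrated fluorescence ratio over time as area under calcium response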
KCNQ1 block = inhibitors of human KCNQ1 channel, primary screen, cell-based, thallium flux, high-throughput; CHO-K1 KCNQ1, FluxOR thallium flux fluorescence; hits give high values; B-score at 10 µM; 310,000 tested, 1.3% active; Potassium voltage-gated channel subfamily KQT member 1 (Homo sapiens), P51787;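 active means compounds whose thallium flux B-score, printed positive for inhibition, exceeds three library SD while starting fluorescence stays within three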;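 further: channel opened by potassium depolarization with thallium stimulus after 20 min compound exposure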
TRPC4 agonist = activators of mouse TRPC4 channel, primary screen, Fluo4 calcium, HEK293 TRPC4beta/mu-opioid cells. Fluo4 calcium fluorescence; hits give high values. B-score at 10 µM. 310,000 tested, 0.49% active. AID 2237, 2010;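 active means B-score above 5 SD of library B-scores, and initial fluorescence ratio not above library mean plus 5 SD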;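 further: positive B-score marks a calcium rise read as TRPC4 activation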
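Assay system: HEK293 stable line with TRPC4beta plus mu-opioid receptor; schedule: 45 min room-temperature Fluo4 loading, 110 s read; technique: kinetic Fluo4 calcium fluorescence; evaluation: integrated baseline-normalised fluorescence ratio, converted to per-well B score; controls: buffer (low) and maximal DAMGO (high)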
KCNK9 block = KCNK9 potassium channel inhibitors, primary screen, HEK293 cells, thallium flux; FluxOR thallium flux fluorescence; hits give low values; B-score at 10 µM; 310,000 tested, 1.2% active; Potassium channel subfamily K member 9 (Homo sapiens), Q9NPC2;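 active means ratio B-score over 3 SD below the library mean, with starting fluorescence within 5 SD of its mean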;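 further: negative B-score means less thallium flux so channel inhibition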
ANO1 block = TMEM16A chloride channel inhibitors, primary screen, cell-based, HTS | HEK293 TMEM16A/YFP iodide influx fluorescence, ionomycin | normalized B-score (activity score, 25-100; higher = stronger inhibition) at 10 µM | 310,000 tested, 1.2% active | AID 588511, 2011;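 active means ratio plate-corrected score three or more library SD toward inhibition, starting fluorescence score within five deviations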;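 further: score derived from kinetic fluorescence span divided by baseline fluorescence per well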
* marks the source's active call; other numbers are inactive results; i = inactive; ? = inconclusive; . = not tested or not shown.

SMILES	KCNQ1 pot	Dyrk1A ADPGlo	HDAC3 inh	ANO1 activ	hERG protect	KCNK3 inh	TRPC4 PAM	KCNQ1 block	TRPC4 agonist	KCNK9 block	ANO1 block
Cc1ccc(S(=O)(=O)N(C(=O)c2ccncc2)c2ccc3oc4c(c3c2)CCCC4)cc1[N+](=O)[O-]	i	2	4	i	-9	i	i	i	i	i	i
O=C(NCc1ccccc1)c1ccc2nc(N3CCOCC3)sc2c1	i	-9	3	i	-11	i	i	i	i	i	i
C/C(=C(\C#N)C(=O)NCCN1CCOCC1)N(C)C	i	-5	7	i	-8	i	i	i	i	i	i
O=C(/C=C/c1cccc([N+](=O)[O-])c1)NCC1CCCO1 (centres undefined)	i	8	-4	i	-16	i	i	i	i	i	i
C=CCNC(=O)/C(=C/c1ccc(Br)cc1)NC(=O)c1ccccc1OC	i	0	5	i	-9	i	i	i	i	i	i
CCOc1ccc(NS(=O)(=O)c2ccc(NC(=S)NC(C)=O)cc2)cc1	i	-1	9	i	-7	i	i	i	i	i	i
N/C(=N\OC(=O)N1CCOCC1)c1ccc(Cl)cc1	i	-1	2	i	-7	i	i	i	i	i	i
Clc1ccc(OCc2nnc(-c3ccccc3Br)o2)cc1	i	1	-2	i	-9	i	i	i	i	i	i
O=C(CCC(=O)Nc1ccc(F)cc1)N/N=C/c1ccc(Br)cc1	i	-4	11	i	-7	i	i	i	i	i	i
CCN(CC)c1ccc(NS(=O)(=O)c2ccc(-c3ccc(=O)[nH]n3)o2)c(C)c1	i	-3	1	i	-5	i	i	i	i	i	i
O=C(O)CCc1ccc(-c2ccc(Br)cc2)n1Cc1ccco1	i	-6	2	i	-7	i	i	i	i	i	i
Cc1ccc2cccc(Oc3nnnn3-c3ccccc3)c2n1	i	8	5	i	-8	i	i	i	i	i	i
O=C(Nc1nccc(-c2cccs2)n1)c1cccs1	i	34	0	i	-2	i	i	i	i	i	i
Cc1sc2nc(C)n(/N=C/c3ccc(O)cc3O)c(=O)c2c1C	i	-4	0	i	-3	i	i	i	i	i	i
O=C(CCN1C(=O)COc2ccccc21)NCCCN1CCN(c2ccccc2F)CC1	i	-1	-1	i	-1	i	i	i	i	i	i
Cc1c(NS(C)(=O)=O)cccc1-c1nc2cccnc2s1	i	15	3	i	-10	i	i	i	i	i	i
CCC1=NN2C(=N)/C(=C/c3ccc(OS(=O)(=O)c4ccccc4)c(OC)c3)C(=O)N=C2S1	i	0	4	i	-7	i	i	i	i	i	i
COc1ccc(NC(=O)c2ccc(-c3nn(C)c(=O)c4ccccc34)cc2)cc1	i	-3	2	i	-6	i	i	i	i	i	i
O=P(OC1CCS(=O)(=O)C1)(c1ccccc1)c1ccccc1 (centres undefined)	i	-1	0	i	-8	i	i	i	i	i	i
CCn1c(SCC(=O)c2ccc(Cl)cc2)nnc1-c1cccs1	i	-5	.	i	-3	i	i	i	i	i	i
COc1ccc(C(C)=O)cc1COC(=O)CNC(=O)c1ccccc1F	i	2	.	i	-5	i	i	i	i	i	i
CCCNC(=O)Nc1cccc(C(=O)OC)c1	i	3	-2	i	-8	i	i	i	i	i	i
O=C(Nc1ncc(Br)s1)C(Cc1ccccc1)n1cccc1 (centres undefined)	31*	7	10	i	11*	i	36*	i	i	i	100*
COc1ccc(NC(=O)CN(C)C(=O)c2cccc(-n3cccc3)c2)cc1	i	1	8	i	-10	i	i	i	i	i	i
Cc1ccc(C2=Nc3ccccc3N(C(=O)c3ccccc3)C(C)C2)cc1 (centres undefined)	i	-3	12	i	-6	i	i	i	i	i	i
CC(=O)Nc1ccc(OCC(O)CNC(C)C)cc1 (centres undefined)	.	11	-12	i	.	i	.	.	.	.	i
CCOC(=O)N1CCN(C(=O)c2ccc(C#CC3(O)CCCCC3)cc2)CC1	i	-17	2	i	-3	i	i	i	i	i	i
O=C(Nc1ccccc1)Nc1nnc(-c2cccs2)s1	i	0	.	i	-13	i	i	i	i	i	i
COC(=O)c1ccccc1NC(=O)c1cn(-c2ccc(C)c(C)c2)c(=O)c2ccccc12	i	-1	0	i	-5	i	i	8*	i	i	i
COc1cc(NC(=O)c2cccs2)c(OC)cc1NC(=O)c1ccco1	i	7	7	i	-6	i	i	i	i	i	i
O=C(COC(=O)c1ccc(CNS(=O)(=O)c2ccc(F)c(Cl)c2)cc1)NC1CCCCCCC1	i	-2	-1	i	-9	i	i	i	i	i	i
CCCCSc1nc(O)c(Cc2ccccc2)c(=O)[nH]1	i	-6	-5	i	-13	i	i	i	i	i	i
CC(OC(=O)CCC(=O)c1ccccc1)C(=O)Nc1ccc(F)cc1 (centres undefined)	i	3	7	i	-11	i	i	i	i	i	i
Cc1cccc(C(C)C)c1NC(=O)CN(C)Cc1cccc(F)c1	i	-2	2	i	-5	i	i	i	i	i	i
CC(=O)Nc1ccccc1C(=O)C(=O)Nc1cccc(C(=O)NC2CC2)c1	i	-3	-13	i	-7	i	i	i	i	i	i
CCOc1ccccc1N1CCN(C(=O)c2cccs2)CC1	i	-1	-1	i	-8	i	i	i	i	i	i
CCOC(=O)c1[nH]c(C(=O)O)c(CCC(=O)OC)c1C	i	-9	4	i	-3	i	i	i	i	i	i
Cc1cc(C)c2c(n1)sc1c(=O)n(CC(=O)c3ccccc3)cnc12	i	.	-3	i	-8	i	i	i	i	i	i
O=S(=O)(c1ccc(F)cc1)c1nc(-c2ccccc2)oc1N1CCOCC1	i	0	3	i	-15	i	i	i	i	i	i
CC(=O)NC(C(=O)OCC(=O)N(c1ccccc1)c1ccccc1)C(C)C (centres undefined)	i	-4	-3	i	-5	i	i	i	i	i	i

Three successive entries out of the list so far:
SMILES	KCNQ1 pot	Dyrk1A ADPGlo	HDAC3 inh	ANO1 activ	hERG protect	KCNK3 inh	TRPC4 PAM	KCNQ1 block	TRPC4 agonist	KCNK9 block	ANO1 block
O=C(COC(=O)c1ccc(CNS(=O)(=O)c2ccc(F)c(Cl)c2)cc1)NC1CCCCCCC1	i	-2	-1	i	-9	i	i	i	i	i	i
CCCCSc1nc(O)c(Cc2ccccc2)c(=O)[nH]1	i	-6	-5	i	-13	i	i	i	i	i	i
CC(OC(=O)CCC(=O)c1ccccc1)C(=O)Nc1ccc(F)cc1 (centres undefined)	i	3	7	i	-11	i	i	i	i	i	i

(continued)
SMILES	KCNQ1 pot	Dyrk1A ADPGlo	HDAC3 inh	ANO1 activ	hERG protect	KCNK3 inh	TRPC4 PAM	KCNQ1 block	TRPC4 agonist	KCNK9 block	ANO1 block
Nc1ccc(C(=O)O)cc1S(=O)(=O)O	i	-5	.	i	-6	i	i	i	i	i	i
CCCc1nnc(NC(=O)c2cccs2)s1	i	-1	-4	i	-12	i	i	i	i	i	i
N=c1sccn1CC(=O)Nc1ccc(SC(F)F)cc1	i	.	0	i	-1	i	i	i	i	i	i
OC(CCc1cccc(Cl)c1)c1cccs1 (centres undefined)	i	-2	8	i	-7	i	i	i	i	i	i
Cc1ccc(-n2nc3c(=O)n(CC(=O)NCCCc4ccccc4)nc(C)c3c2C)cc1	i	7	-3	i	0	i	i	i	i	i	i
C=CCN(c1ccccc1C(=O)NCC(=O)O)S(=O)(=O)c1ccc(C)cc1	i	3	-1	i	-10	i	i	i	i	i	i
Cc1ccc(S(=O)(=O)N2CCOCC2)cc1NC(=O)COC(=O)CSc1ccc(Br)cc1C	i	3	2	i	-5	i	i	i	i	i	i
COc1ccc(/C=N/N2C(=O)C3C4C=CC(CC4)C3C2=O)c(OC)c1 (centres undefined)	i	-6	?	i	-6	i	i	i	i	i	i
CCOC(=O)NN1C(=O)c2ccccc2NC1c1ccccn1 (centres undefined)	i	0	-12	i	-12	i	i	i	i	i	i
CC(C)Cn1c(N)c(C(=O)CSc2cc(Cl)ccc2Cl)c(=O)n(C)c1=O	i	.	3	.	-10	.	i	i	i	i	i
O=C(N/N=C/c1ccsc1)C1CC1	i	-7	2	i	3	i	i	i	i	i	i
CCCCC(=O)Nc1ccc(C(=O)Nc2nnc(COC)s2)cc1	i	3	0	i	-10	i	i	i	i	i	i
O=C(NCc1cc(C(F)(F)F)ccc1F)C1CCC(=O)N(C2CC2)C1 (centres undefined)	i	-1	2	i	-7	i	i	i	i	i	i
CCC1=NN2C(=N)/C(=C\c3ccc(OCCOc4ccccc4OC)cc3)C(=O)N=C2S1	i	-3	-4	i	-6	i	i	i	i	i	i
COCCNC(=O)CN1CCC(n2c(C)nc3cc(C(F)(F)F)ccc32)CC1	i	2	3	i	-5	i	i	i	i	i	i
CCN(CC(=O)Nc1c(F)cccc1F)C(=O)CCc1c[nH]c2ccccc12	i	-1	2	i	-16	i	i	i	i	i	i
Cc1nn(-c2ccc(Cl)cc2)c(Cl)c1/C=C(\C#N)C(N)=O	i	2	.	i	-6	i	i	i	i	i	i
C=CCc1c(C)nc(SCC(=C)C)[nH]c1=O	i	0	3	i	-19	i	i	i	i	i	i
O=C(O)/C=C/c1ccc(S(=O)(=O)Nc2ccc3[nH]c(=O)[nH]c3c2)cc1	i	22	-3	i	-2	i	i	i	i	i	i
COC(=O)c1cc2sccc2n1Cc1nc(-c2ccc(Cl)cc2)oc1C	i	-4	1	i	-2	i	i	i	i	i	i
NC(=O)[C@@H]1CCCNc2c(I)cc([N+](=O)[O-])cc2C(=O)N[C@@H](CCC(=O)O)C(=O)N[C@@H](CO)C(=O)N1	.	11	11	i	.	i	.	.	.	.	i
CC(C)CC1CC(=O)OC1(C)C(=O)CSc1nc2ccccc2s1 (centres undefined)	i	0	7	i	-11	i	i	i	i	i	100*
CC1CC(C)CN(CCCNC(=O)C2CCC(=O)N2C2CCCC2)C1 (centres undefined)	i	0	-8	i	-9	i	i	i	i	i	i

Some of the compounds tested (hit frequency here may not be typical).
